Bioassay records: PubChem BioAssay, several laboratories
Insulin prom up – insulin promoter activators in MIN6 cells, imaging, high-content screening, mouse beta cells. AID 1625, 2009. 0.3% of 190,000 active. z-score at 5 µM. MIN6 insulin promoter-GFP reporter; hits give high values;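 active = z-score above 3 at 5 µM with at least 500 cells counted in the well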
b-catenin transl – modulators of beta-catenin nuclear translocation, primary screen, imaging, HeLa cells, immunofluorescence, high-content; nuclear translocation activity, % at 5 µM; 0.3% of 190,000 active;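 active = nuclear translocation activity above 50% at 5 µM, with a well cell count of 50 or more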;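 also: per-cell ratio of nuclear to cytoplasmic median beta-catenin stain intensity; plate controls were DMSO negative control for no effect and GSK-3 inhibitor IX positive control for full effect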
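Signal – beta-catenin immunofluorescence imaging with DAPI · Test system – human HeLa cell line · Dosing – 5 µM primary single dose, 0.1% DMSO, 0.02–20 µM confirmation series · Measure – % activation, nuclear-to-cytoplasmic median beta-catenin signal ratio per cell · Incubation – 24 h compound exposure at 37°C, 5% CO2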
Autophagy mod – autophagy modulators in MEF cells, primary screen, imaging, high-content, MEF GFP-LC3; AID 463193, 2010; calls only at 10 µM (by protocol); 0.98% of 190,000 active; MEF GFP-LC3 puncta imaging; test concentration mostly 10 µM;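 active = percentage of spot-positive cells more than 3 SD above its plate mean, without a fluorescence outlier flag or 80% toxicity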;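 also: spot-positive cell cutoff set from DMSO-treated cells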
MT stabilizer – microtubule stabilizers in HeLa cells, primary screen, imaging, high-content imaging | HeLa tubulin immunostaining HCS, 24 h; share of cells brighter than vehicle mean+2SD | % tubulin-high responders, % at 10 µM | 0.83% of 200,000 active;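 active = plate Z-score above 3 for both tubulin-high and condensed-nucleus cell shares, with cell loss under 80%, at 10 µM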;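 also: anti alpha tubulin signal scored within the nucleus-defined area of each cell; some results filed as inactive read as strong as hits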
Dynein transport – inhibitors of GR-EGFP nuclear translocation, primary screen, dynein cargo transport inhibitor project, imaging, high-content, 3617.4 mouse cells. test concentration mostly 20 µM; stimulated with dexamethasone, 1 µM; hits give low values. z-score, hits read low. 0.47% of 220,000 active;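 active = plate z-score of nuclear minus cytoplasmic receptor signal below a set negative limit, without overly bright fluorescence or cell loss, cut at about -3.5 in these data, passing the limit was not always enough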;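 also: z-score of nuclear minus cytoplasmic ring GR-EGFP intensity difference per well; some compounds called inactive have numbers as strong as hits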
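Buffer or medium: Induction medium lacking tetracycline, stripped serum | Also added: Dexamethasone agonist, 1.0 µM final, for 30 min | Timing: 48 h induction, 1 h compound, 30 min dex at 37 °C | Detection: Formaldehyde fixation, Hoechst nuclear stain, 10x automated fluorescence imaging | Measure: Nuclear versus cytoplasmic GR-EGFP signal, averaged per well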
AID2073 – inhibitors of Mint1-CaV2.2 protein interaction, biochemical, HTRF (AID 2073). Voltage-dependent N-type calcium channel subunit alpha-1B (Homo sapiens). HTRF protein-protein interaction, Mint1-CaV2.2; higher % means a stronger effect. one-dose inhibition, % at 20 µM; IC50 in µM for titrated hits. 0.19% of 290,000 active; in the data active = inhibition mostly above about 51%, no sharp cut-off; also: some results filed as inactive read as strong as hits
WT yeast gro inh – growth inhibition of WT strain, primary screen, mitochondrial fusion inhibitor project, WT and mutant strains, chemical genetic; mitochondrial fusion phenotypic screen; AID 1362, 2008; 2.1% of 190,000 active; inhibition, % at 10 µM; in the data active = inhibition above about 58%; tested in S. cerevisiae
Yfh1-off respiration – enhancers of respiration in Yfh1-depleted yeast, dose response, Friedreich's ataxia, plus single-dose screen (AID 1465); S. cerevisiae Yfh1-off respiration, WST-1 reduction, 72 h; higher fold induction means a stronger effect; fold induction at 50 µM; hits with a dose series show EC50 in µM; 0.074% of 220,000 active;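 active = fold induction of absorbance versus untreated yeast above a set limit, then at least 30% activation at any dose in follow-up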;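 also: activators that raise dye reduction in frataxin-depleted yeast; strong numbers were not always called active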
HIV fusion peptide – inhibitors of HIV fusion peptide binding, primary screen, biochemical, uHTS, fluorescence dequenching (AID 1986). cell-free peptide binding, fluorescence dequenching, 30 min; higher % means a stronger effect. inhibition, % at 20 µM, or IC50 in µM where a hit was titrated. 0.3% of 290,000 active; in the data active = inhibition mostly above about 52%, no sharp cut-off; inactive = mostly below about 76%; also: some results filed as inactive read as strong as hits
WT yeast gro inh mutant strain – recorded beside WT yeast gro inh, whose call it bears; inhibition, %; mitochondrial fusion phenotypic screen, mutant strain inhibition
Dynein transport cytoplasmic EGFP – further read-out of Dynein transport, marked with its call; z-score; measured here: cytoplasmic GR-EGFP intensity; hits give high values
Dynein transport nuclear GR-EGFP – second read-out of Dynein transport, no call of its own (marks repeat the call); z-score; measured here: nuclear GR-EGFP intensity;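 lower value marks the stronger effect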
Dynein transport cell count – recorded beside Dynein transport, whose call it bears; z-score; measured here: cell count per field
Insulin prom up cell count – further read-out of Insulin prom up, marked with its call; cell count; measured here: cytotoxicity, nuclei count;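 total cells summed across four imaged fields per well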
b-catenin transl cell count 5 µM – recorded beside b-catenin transl, whose call it bears; cell count; measured here: cell count, cytotoxicity flag
MT stabilizer Hoechst-high % – second read-out of MT stabilizer, no call of its own (marks repeat the call); % Hoechst-high responders; measured here: nuclear condensation Hoechst responders;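 share of cells brighter than vehicle mean plus two SD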
MT stabilizer cytotoxicity % – also measured in MT stabilizer; calls as there; toxicity, %; measured here: cytotoxicity by cell density;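 0% = mean cell density of plate MIN control wells and 100% = no cells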
Autophagy mod cell loss 18 h – also measured in Autophagy mod; calls as there; toxicity, %; measured here: cell loss, nuclei count;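 cell loss after 18 h compound exposure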
Numbers without * were called inactive; i = inactive; . = not tested or not shown; + = active, no number.

SMILES	Insulin prom up	Insulin prom up cell count	b-catenin transl	b-catenin transl cell count 5 µM	Autophagy mod	Autophagy mod cell loss 18 h	MT stabilizer	MT stabilizer Hoechst-high %	MT stabilizer cytotoxicity %	Dynein transport	Dynein transport cytoplasmic EGFP	Dynein transport nuclear GR-EGFP	Dynein transport cell count	AID2073	WT yeast gro inh	WT yeast gro inh mutant strain	Yfh1-off respiration	HIV fusion peptide
COC(=O)c1ccccc1NC(=O)C1CC=CCC1C(=O)O (stereo not drawn)	0.7	1917	0.0	1005	i	2	1.6	1.2	8.8	-0.53	-0.22	-0.048	-0.15	-2%	22	3	i	-1.0%
CN(C)Cc1nnnn1-c1ccccc1	-0.05	1221	1.7	1177	.	.	.	.	.	-0.89	-0.26	-0.46	0.8	10%	.	.	i	1.1%
O=c1[nH]nc(Cc2ccc(Cl)cc2Cl)c2ccccc12	.	.	6.2	1085	i	10	0.7	0.8	3.2	-0.54	-0.17	-0.0085	0.8	-1%	14	17	i	0.4%
CN1CCN(C(=O)C2CCC(CNS(=O)(=O)c3cccc4cccnc34)CC2)CC1 (stereo not drawn)	-0.48	1007	.	.	i	9	2.3	3.4	3.4	0.86	-0.18	0.68	-0.37	35%	-6	2	i	-1.9%
O=C(Nc1ccccn1)c1ccc(NC(=O)c2ccco2)cc1	-0.68	1588	-8.2	988	i	-47	3.1	2.0	1.0	-0.91	-0.19	0.085	0.78	-5%	-11	12	i	2.0%
CN(CCO)C(=O)CCC(=O)Nc1ccc(S(N)(=O)=O)cc1	-0.05	1224	-8.1	1000	i	19	4.2	3.5	4.3	-0.33	-0.25	-0.055	-0.035	-2%	4	0	i	-4.1%
OCCC1CN(Cc2cccc3c2OCO3)CCN1C1CCCCC1 (stereo not drawn)	0.83	1465	0.1	963	i	37	2.4	1.6	4.6	-0.89	-0.32	-0.61	0.99	5%	6	-12	i	-0.2%
CCN(CC)CCCNc1nc2cc(OC)c(OC)cc2c2nc(-c3ccccc3)nn12	-3.8	733	2.3	1065	+	-5.7*	1.1	1.0	0.5	5.6	0.65	3.1	-2.2	14%	26	22	i	0.2%
CC(C)(C)NC(=O)NC(=O)COC(=O)COc1ccc2c(c1)CCC2	-0.31	1272	-4.5	982	i	1	4.6	2.1	7.5	-1.1	-0.22	-0.18	0.77	12%	11	13	i	-2.0%
O=C(CCc1[nH]c2ccccc2c1Sc1ccccc1)NCCO	0.62	1249	3.9	416	i	13	2.1	2.4	3.6	0.38	-0.24	0.26	0.13	1%	11	5	i	-2.2%
Cc1c(Cl)ccc2c(C(=O)NC(C)c3ccncc3)cc(-c3ccncc3)nc12 (stereo not drawn)	-0.65	1505	0.3	1446	i	1	3.4	5.3	7.8	0.18	-0.33	0.7	0.01	22%	35	11	i	-0.8%
O=[N+]([O-])c1cc(S(=O)(=O)N2CCCC2)ccc1O	0.08	1348	-1.8	989	i	-2	3.5	2.9	5.3	-0.51	-0.31	-0.2	0.21	-5%	-9	2	i	-1.0%
CCCCCCCC[n+]1cccc(C(=O)N2c3c(nc(N)[nH]c3=O)NC(C)C2C)c1 (stereo not drawn)	0.47	1339	-0.7	910	i	-5	1.6	2.1	7.5	-0.22	-0.23	-0.13	0.12	0%	2	20	i	1.2%
CCOc1ccc(NC(=O)c2cccc(-n3cnnn3)c2)cc1	0.73	1227	-2.7	1135	i	-5	1.4	1.5	11	0.47	-0.16	0.73	-1.4	1%	7	-1	i	4.0%
CCN(CC)c1ccc(/C=N/Nc2nn[nH]n2)cc1	.	.	0.5	1345	.	.	.	.	.	-0.074	0.074	-0.052	0.75	-25%	.	.	i	-3.4%
Cc1cc(O)cc2c1C(c1ccc(F)cc1)CC1(CC(C)(C)NC(=S)N1)O2 (stereo not drawn)	0.14	1564	0.0	947	i	-10	2.3	1.4	5.2	-0.62	0.26	-0.019	0.53	-3%	-22	-10	i	1.5%
CCC(C(=O)NCc1ccco1)N(C(=O)CNS(=O)(=O)c1ccccc1)C1CCCCC1 (stereo not drawn)	.	.	-4.2	984	i	-4	1.0	1.8	5.1	-0.65	1.6	0.097	0.62	5%	3	14	i	6.6%
CCn1c(CNC(=O)c2ccc(OC)cc2)nnc1SC	-0.55	943	.	.	i	6	4.1	4.3	7.1	-0.19	0.019	0.21	-0.12	2%	13	4	i	-0.1%
Cn1c(=O)[nH]c(=O)c2c1ncn2CCN1CCCCC1	1.1	1017	0.0	699	i	-17	5.2	3.9	8.0	-0.79	-0.23	-0.26	0.29	3%	-1	14	i	-0.6%
COc1cc(/C=N/NC(=S)NCC2CCCO2)cc(OC)c1OC (stereo not drawn)	0.07	1037	0.6	1306	.	.	.	.	.	0.38	-0.15	0.6	0.3	-8%	.	.	i	-1.0%
CCOC(=O)c1oc2nc(C(C)C)c3c(c2c1N)CC(C)(C)OC3	-0.04	1252	-4.3	943	i	-7	5.3	2.6	8.7	0.15	-0.045	0.25	-0.3	41%	-6	9	i	0.7%
CSc1ccccc1NC(=O)c1onc(C)c1Cl	-0.96	1036	-6.5	1166	i	8	5.9	3.4	6.6	-0.8	-0.23	-0.28	1.1	-2%	14	-6	i	-2.7%
CCCC(=O)c1ccc(N2CCOCC2)c(F)c1	0.1	1487	-2.3	870	i	-2	4.4	2.2	7.5	-0.17	-0.19	0.23	-0.61	-2%	3	-5	i	-6.2%
O=S(=O)(Nc1cccc2cn[nH]c12)c1ccc(F)cc1	0.3	1263	0.1	1026	i	-1	4.3	3.1	3.0	-0.34	-0.25	-0.26	0.41	4%	-2	7	i	1.3%
Nc1nc(NC(=O)CCC(=O)O)nn1-c1ccccc1	-0.04	1034	-1.3	1352	.	.	.	.	.	-0.34	-0.2	0.34	-0.62	-3%	.	.	i	0.8%

(list continues)
SMILES	Insulin prom up	Insulin prom up cell count	b-catenin transl	b-catenin transl cell count 5 µM	Autophagy mod	Autophagy mod cell loss 18 h	MT stabilizer	MT stabilizer Hoechst-high %	MT stabilizer cytotoxicity %	Dynein transport	Dynein transport cytoplasmic EGFP	Dynein transport nuclear GR-EGFP	Dynein transport cell count	AID2073	WT yeast gro inh	WT yeast gro inh mutant strain	Yfh1-off respiration	HIV fusion peptide
CCc1ccc2nc(SCC(=O)N3CCCCC3)c(C#N)cc2c1	.	.	.	.	i	1	2.5	2.1	9.7	0.26	-0.09	0.17	0.57	.	-14	-6	.	.
COc1ccc(CCC(=O)N2CC(C)OC(C)C2)cc1 (stereo not drawn)	-0.12	1314	0.6	1040	i	-4	3.2	2.0	3.6	0.043	-0.13	0.71	-0.88	1%	-31	-18	i	0.9%
Cc1c(Cl)cccc1NC(=S)N1CCC(N(C)CC2CCCO2)CC1 (stereo not drawn)	-1	1211	1.2	1135	i	4	1.4	1.2	6.1	-0.044	-0.3	-0.23	0.72	-10%	-8	-8	i	0.9%
COc1ccc(-c2nnn(CC(=O)NCc3ccc4c(c3)OCO4)n2)cc1OC	.	.	-3.0	1013	i	-9	2.9	3.1	8.4	2.9	-0.092	1.4	-0.56	34%	-8	-44	i	-1.6%
COc1ccccc1NC(=O)CSc1nc(O)cc(=O)n1-c1ccccc1OC	.	.	.	.	i	-26	1.4	1.5	6.7	-0.37	-0.19	-0.24	0.98	4%	15	2	i	16%
O=C(Nc1ccncc1)c1ccc2c(c1)C(=O)N(CC1CCCO1)C2=O (stereo not drawn)	0.41	1356	.	.	i	3	5.4	2.1	2.8	-0.27	-0.12	-0.044	-0.27	8%	0	-14	i	-0.4%
CCOC(=O)c1sc(NC(=O)CN(CC)CC)c(C(=O)OCC)c1C	-2	839	-1.1	1216	i	-8	1.0	1.0	4.2	0.096	-0.42	0.0032	0.084	7%	21	-1	i	1.6%
CCCC(=O)NCCc1cc2ccc(C)c(C)c2[nH]c1=O	0.55	1590	5.0	926	i	-5	2.0	2.2	10.0	-0.46	-0.24	0.053	0.63	8%	2	6	i	1.4%
O=C(O)CCN(Cc1ccccc1)S(=O)(=O)c1ccc(Cl)cc1F	-0.31	1342	-2.8	1176	i	1	2.0	2.5	2.0	0.9	-0.27	0.82	-0.44	6%	-19	-7	i	0.2%
O=C(Nc1nc2c(s1)CCCC2)c1ccc(Br)o1	0.55	1048	-5.4	1011	i	20	5.7	1.3	5.8	-0.2	-0.2	0.24	-0.22	6%	25	9	i	1.2%
Cc1ccc(CNc2nc3ccc(C)cc3n3cnnc23)cc1	-0.55	962	.	.	i	4	8.4	3.1	1.2	0.0028	0.052	0.23	0.26	6%	-1	4	i	0.0%
NC(=O)CSc1nc(-c2ccccc2Cl)ns1	0.66	1867	-1.5	1070	i	6	5.0	1.8	1.0	0.55	-0.21	0.46	-0.38	5%	5	-2	i	-3.1%
Cc1cc(C(=O)CSc2n[nH]c(N)n2)c(C)n1-c1ccc(F)cc1	-0.12	768	-1.3	1217	i	10	2.2	1.0	0.8	1.5	-0.25	0.58	-1.3	21%	7	-5	i	21%
CCOC(=O)C(CCCOc1cccc(OC)c1)C(=O)OCC	1.4	1215	-3.1	1187	i	-9	1.1	1.6	7.2	-0.25	0.021	-0.14	0.9	7%	-14	2	i	-1.8%
